CXCR6 inh = CXCR6 receptor inhibitors, primary screen, cell-based, beta-arrestin, luminescence, CHO-K1 PathHunter, 1536-well | inhibition, % at 20 µM | 0.36% of 360,000 active | AID 602244, 2012; in the data active = inhibition above about 34%, passing the limit was not always enough;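 note: antagonist mode with CXCL16 agonist at 10 nM final; 0% = 10 nM CXCL16 with DMSO and 100% = unstimulated wells without agonist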
Mdm2 MdmX PPI = inhibitors of human Mdm2-MdmX association, primary screen, cell-based, luminescence, split luciferase, SaOS-2, uHTS; Protein Mdm4 (Homo sapiens) + E3 ubiquitin-protein ligase Mdm2 (Homo sapiens), …; SaOS-2 split-luciferase Mdm2/MdmX complementation; AID 485346, 2010; inhibition, % at 8 µM; 3% of 330,000 active;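 active = inhibition of at least 50% at 8 µM in the primary screen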
Target sequence (O15151 whole entry, looked up): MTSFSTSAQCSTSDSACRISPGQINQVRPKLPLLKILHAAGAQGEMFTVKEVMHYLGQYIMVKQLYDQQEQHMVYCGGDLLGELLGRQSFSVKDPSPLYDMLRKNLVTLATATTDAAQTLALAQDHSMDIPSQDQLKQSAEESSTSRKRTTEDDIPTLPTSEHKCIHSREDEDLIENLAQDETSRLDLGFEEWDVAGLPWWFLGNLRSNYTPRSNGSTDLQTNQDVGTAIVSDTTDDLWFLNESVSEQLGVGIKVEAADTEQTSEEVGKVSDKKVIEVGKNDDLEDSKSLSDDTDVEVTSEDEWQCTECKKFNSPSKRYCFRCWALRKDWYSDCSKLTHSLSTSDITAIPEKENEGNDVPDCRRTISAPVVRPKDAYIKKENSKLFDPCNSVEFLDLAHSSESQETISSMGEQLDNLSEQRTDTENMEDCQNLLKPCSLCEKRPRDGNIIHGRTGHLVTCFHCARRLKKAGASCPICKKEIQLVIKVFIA
Target sequence (Q00987 whole entry, looked up): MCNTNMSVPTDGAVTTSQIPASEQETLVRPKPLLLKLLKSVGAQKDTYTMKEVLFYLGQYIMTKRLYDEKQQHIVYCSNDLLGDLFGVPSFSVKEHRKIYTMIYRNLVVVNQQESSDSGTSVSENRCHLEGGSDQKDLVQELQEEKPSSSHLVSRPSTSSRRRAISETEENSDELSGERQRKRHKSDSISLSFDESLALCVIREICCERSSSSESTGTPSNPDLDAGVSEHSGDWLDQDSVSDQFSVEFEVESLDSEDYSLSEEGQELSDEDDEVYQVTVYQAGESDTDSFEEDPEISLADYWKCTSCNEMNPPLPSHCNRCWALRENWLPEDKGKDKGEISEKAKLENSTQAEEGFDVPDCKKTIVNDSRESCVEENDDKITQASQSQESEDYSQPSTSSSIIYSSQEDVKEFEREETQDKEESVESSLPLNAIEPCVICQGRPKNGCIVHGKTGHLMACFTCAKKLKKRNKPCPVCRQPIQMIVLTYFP
APJ agonist = agonists of human apelin receptor APJ, primary screen, CHO-K1 cells, PathHunter beta-arrestin, luminescence; P35414; 0% DMSO wells, 100% apelin; activation, % at 20 µM; 0.11% of 330,000 active; AID 2520, 2010;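 active = activation more than six SD over the plate average, tested at 20 µM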;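 note: 0% = DMSO alone and 100% = apelin-13 at 10 nM; some results filed as inactive read as strong as hits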
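Test system: CHO-K1 APJ beta-arrestin complementation cell line. Amount: cell density 1000 per well. Controls: DMSO negative, 10 nM Apelin-13 positive. Signal: luminescent beta-gal fragment complementation, chemiluminescent substrate. Read-out basis: agonist-driven arrestin binding to APJ. Timing: compound stimulation 90 min at 25 °C, detection 60 min.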
tim10-1 inh = growth inhibitors of tim10-1 mutant yeast, primary screen, luminescence, uHTS; 2.2% of 330,000 active; inhibition, % at 20 µM; S. cerevisiae tim10-1 ts strain growth, BacTiter-Glo, 24 h;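 active = inhibition of at least 40%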;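 note: mutant grown at 25 °C; 0% = DMSO wells with yeast and 100% = wells holding no yeast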
TIM10 inh = growth inhibitors of isogenic TIM10 control yeast, primary screen, counter-screen for tim10-1 yeast inhibitor project, luminescence, uHTS; 1.4% of 330,000 active; inhibition, % at 10 µM; S. cerevisiae TIM10 strain growth, BacTiter-Glo luminescence, 24 h;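 active = inhibition of 40% or more at the single tested concentration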;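 note: wild-type TIM10 isogenic control strain grown at permissive 25 °C; 0% = DMSO yeast wells and 100% = minimal medium wells without yeast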
APJ antag = antagonists of human apelin receptor APJ, primary screen, CHO-K1 cells, beta-arrestin complementation, luminescence. AID 2521, 2010. inhibition, % at 20 µM. 0.32% of 330,000 active. P35414;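 active = inhibition above about 40% at 20 µM, limit read from the data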;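 note: cells challenged with 10 nM apelin-13 agonist together with compound; plate controls were apelin-13 plus DMSO wells for no effect and DMSO wells lacking apelin-13 for full effect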
UPR CHOP act = activators of apoptotic CHOP UPR arm, primary screen, cell-based, CHO-CHOP luciferase reporter, luminescence, uHTS; UPR activation; percent of tunicamycin response over DMSO baseline; activation, % at 10 µM; 0.34% of 330,000 active;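 active = at 10 µM dose, activation of 40% or more, normalized to positive control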;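 note: 100% = tunicamycin at 10 µg/mL and 0% = DMSO alone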
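System: CHO-CHOP luciferase reporter cell line | Buffer or medium: F12 medium containing 10% fetal bovine serum | Doses: One dose, 10 µM in 0.5% DMSO | Times: 6 h compound exposure at 37 °C after overnight seeding | Signal: Luciferase luminescence | Read-out: % activation vs tunicamycin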
tim23-1 inh = growth inhibitors of tim23-1 mutant yeast, primary screen, luminescence, uHTS | S. cerevisiae tim23-1 growth, BacTiter-Glo luminescence, 24 h | inhibition, % at 20 µM | 1.3% of 330,000 active | AID 463212, 2010;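 active = growth inhibition of the mutant yeast at or above 50%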;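 note: temperature-sensitive mutant grown at 25 °C; plate controls were DMSO-treated mutant yeast for no effect and medium wells lacking yeast for full effect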
UPR XBP1 act = activators of adaptive XBP1 UPR arm, primary screen, cell-based, CHO-XBP1 luciferase reporter, luminescence, uHTS | IRE1-XBP1 UPR activation; percent of tunicamycin response, DMSO as zero | activation, % at 20 µM | 0.33% of 330,000 active;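 active = versus positive control, 20 µM dose yields 30% or more activation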;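 note: 100% = tunicamycin at 10 µg/mL and 0% = DMSO only wells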
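Material: CHO cell line with stable XBP1 luciferase reporter; schedule: 16-18 h cell attachment at 37 °C, then 6 h compound exposure; signal: glow luminescence from Steady-Glo reagent; medium: serum-containing F12 medium, 10% FBS; benchmarks: tunicamycin 10 µg/mL and vehicle-only wells; read-out: percent activation relative to tunicamycin reference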
The depositor's hits bear a star; . = no result given. This is a subset, so the mix of outcomes need not match the whole.

SMILES	CXCR6 inh	Mdm2 MdmX PPI	APJ agonist	tim10-1 inh	TIM10 inh	APJ antag	UPR CHOP act	tim23-1 inh	UPR XBP1 act
Cc1sc2ncnc(N(C)C3CCCCC3)c2c1C	5	-3	-4	33	-8	0	2.9	34	2
CC1CCCC(NC(=O)COC(=O)c2cccnc2Cl)C1C (stereo not given)	6	13	-3	1	-10	17	0.0	9	-2
COc1ccc(NC(=O)Cc2c(F)cccc2Cl)c(OC)c1	-3	-17	-2	0	15	-24	1.1	20	-3
CC(C)=CCOc1c2ccoc2c(OCC=C(C)C)c2oc(=O)ccc12	5	26	-4	3	0	8	-0.2	12	-2
CCc1ccccc1NC(=O)CN(c1ccc(OC)cc1OC)S(=O)(=O)c1ccccc1[N+](=O)[O-]	2	18	-4	25	9	18	-2.6	50*	0
CC(=O)c1c(C)[nH]c(C(=O)C(C)Sc2nnc(NC3CC3)s2)c1C (stereo not given)	-10	20	-4	0	-1	-8	-1.1	8	-3
Cn1c(Cn2nnc3ccccc32)nnc1SCC(N)=O	-4	-2	1	20	12	17	0.0	15	-2
O=C(Cn1nnc(-c2ccccc2)n1)Nc1cccc(S(=O)(=O)N2CCOCC2)c1	-2	19	-1	6	0	17	0.0	11	-3
CC(C)CCNC(=O)c1sc2ccc(S(=O)(=O)N3CCCCC3)cc2c1N	6	43	-3	29	41*	8	-0.1	38	4
Cc1nc2ccccn2c1C(=O)CSc1ccccc1Cl	-7	2	2	23	-10	-10	2.5	27	1
Cc1ccc(S(=O)(=O)CCSc2n[nH]c(=O)n2-c2ccc3c(c2)OCCO3)cc1	2	17	-4	13	17	3	0.9	16	-1
Cc1ccc(N2C(=O)CS(=O)C(c3ccccc3)C2=O)cc1C (stereo not given)	-5	12	2	34	17	-10	16	18	9
COC(=O)Cn1ccc2cc(S(=O)(=O)N3CCCCCC3)ccc21	-6	13	2	25	7	-25	-0.9	38	-3
CCCCCCn1cc(C(=O)O)c(=O)c2cc(F)c(N3CCN(C(=O)OCC)CC3)cc21	5	18	-1	6	3	-2	3.5	4	-1
CC(C)CC(N=Cc1c(O)c2ccccc2oc1=O)C(=O)O (stereo not given)	-5	35	-1	11	-7	5	0.8	14	-2
CCCCSCCCNC(=O)Nc1ccc(CC)cc1	4	11	1	36	33	-2	2.2	41	0
COC(=O)C1CN(C(=O)C(C)Oc2ccc(C)c(C)c2)c2ccccc2O1 (stereo not given)	5	-38	-7	27	20	8	-0.9	29	-4
Clc1cccc(CN2CCc3c([nH]c4ccccc34)C2)c1Cl	1	41	14	72*	60*	-7	1.7	46	16
FC(F)Oc1ccc(-c2csc(=Nc3cccnc3)n2CC2CCCO2)cc1 (stereo not given)	-10	6	0	32	34	-6	-0.8	41	-1
CC(C(=O)NC1CCCCC1)N(Cc1ccc(F)cc1)C(=O)c1snc(C(N)=O)c1N (stereo not given)	-1	5	-1	5	26	7	1.3	14	-3
CC(=O)Nc1nc2c(c3c1c(=O)oc1ccccc13)CCCCC2	.	1	-3	16	9	-15	0.9	10	1
CC(C)NC(=O)CSc1ccccc1C(=O)NCc1ccc2c(c1)OCO2	-3	6	2	-24	-10	-6	0.2	3	2
CCC(=O)N1CCN(c2nc3ccc(Br)cc3s2)CC1	-13	-97	15	2	19	-22	7.9	22	0
CCCCCN(C(=O)CCC(=O)OC(C)C(=O)NCc1ccccc1)c1c(N)n(CCCC)c(=O)[nH]c1=O (stereo not given)	-6	23	-2	13	3	1	0.0	14	-2
c1ccc(CCc2nc(-c3ccc(-n4cccc4)cc3)no2)cc1	-7	-24	-2	9	-2	7	5.4	14	2

Overlap with the part before: four entries; new compounds follow.
SMILES	CXCR6 inh	Mdm2 MdmX PPI	APJ agonist	tim10-1 inh	TIM10 inh	APJ antag	UPR CHOP act	tim23-1 inh	UPR XBP1 act
CC(C)NC(=O)CSc1ccccc1C(=O)NCc1ccc2c(c1)OCO2	-3	6	2	-24	-10	-6	0.2	3	2
CCC(=O)N1CCN(c2nc3ccc(Br)cc3s2)CC1	-13	-97	15	2	19	-22	7.9	22	0
CCCCCN(C(=O)CCC(=O)OC(C)C(=O)NCc1ccccc1)c1c(N)n(CCCC)c(=O)[nH]c1=O (stereo not given)	-6	23	-2	13	3	1	0.0	14	-2
c1ccc(CCc2nc(-c3ccc(-n4cccc4)cc3)no2)cc1	-7	-24	-2	9	-2	7	5.4	14	2
Cc1c(NC(=O)C(C)Sc2nc3ccccc3c(=O)n2CCO)c(=O)n(-c2ccccc2)n1C (stereo not given)	0	-23	-2	1	-1	16	1.2	3	-1
Cc1cccc(C)c1NC(=O)CSc1nnnn1C	1	-8	-1	8	9	6	-1.4	11	3
COc1ccc(-c2nn(-c3ccccc3)cc2C(=O)N/N=C/c2ccc([N+](=O)[O-])o2)cc1	-3	58*	9	26	24	-84	36	14	38*
Cc1cccc(N2CCN(S(=O)(=O)c3cccc4nonc34)CC2)c1C	4	18	-1	21	16	1	-2.0	26	-1
COc1ccc(N2CCN(C(c3cccs3)C(C)NS(C)(=O)=O)CC2)cc1 (stereo not given)	2	-10	0	13	0	-26	-1.6	23	1
CC(=O)Nc1ccc(-c2csc(NC(=O)C3CSC4(C)CCC(=O)N34)n2)cc1 (stereo not given)	-1	-4	6	0	20	-56	0.2	18	2
CC(C)(C)S(=O)(=O)c1ccc2nc3c(n2c1)CCCC3	-8	11	-2	16	3	-6	2.0	-5	-2
CCS(=O)(=O)CCn1c([N+](=O)[O-])cnc1C	-3	24	-4	3	4	-3	0.8	12	-9
O=C(Nc1cc(-c2nc3ncccc3o2)ccc1Cl)c1ccco1	1	12	-2	-6	-8	-1	1.8	19	-2
COC(=O)c1ccc(CSc2nnnn2Cc2ccccc2)cc1	2	11	-2	24	-20	19	-1.9	19	1
CC1CCc2nn(CC(=O)Nc3ccc(F)cc3F)cc2C1 (stereo not given)	0	7	-5	-31	-9	19	0.1	1	0
Cc1cccc(N(C(=O)CS(=O)CC(=O)Nc2ccc3c(c2)OCO3)C(C)C(=O)NC2CCCC2)c1C (stereo not given)	1	5	1	2	4	-8	-1.0	10	0
C=CCNC(=S)N/N=C/c1ccc(-c2ccc(OC)cc2)o1	-4	17	0	15	42*	5	0.8	17	0
Cc1cc(OCc2nc3ccccc3s2)ccc1N	8	-77	-5	16	22	13	1.5	23	-3
Cc1ncc(C[n+]2ccc(C)c(C)c2)c(N)n1	-14	14	-2	6	0	9	-0.3	12	0
Cc1nn(C)cc1C(=O)c1ccccc1	-17	-6	-5	-3	4	9	-1.8	10	0
CC(C)CCNC(=O)CNC(=O)c1cccs1	19	-13	-2	7	-11	18	-1.1	6	2
CCn1cnc2c1c(=O)n(Cc1cccc(Br)c1)c(=O)n2Cc1ccccc1	2	-5	0	22	10	-4	2.9	31	2
Cc1ccc(OCC(=O)N/N=C\c2cn(Cc3ccccc3)c3ccccc23)cc1C	-8	-14	3	9	8	-7	5.0	13	-2
COc1cc(CNn2nnnc2N)ccc1OCC(=O)NC(C)(C)C	-5	-1	0	10	-1	1	-0.6	6	0
Cc1ccc2c(CC(=O)O)coc2c1C	-8	-4	4	41*	-13	-27	-2.5	24	-4
CCOC(=O)/C(C#N)=C1\Nc2ccccc2N=C1N(CC(C)C)CC(C)C	15	12	-6	21	24	27	1.1	34	-4
CCn1cc(S(=O)(=O)NCCc2ccc(OC)c(OC)c2)cn1	9	6	-1	5	6	7	-3.4	11	-2
Cc1cc(C)c2c(NC(N)=S)n[nH]c2n1	-15	-24	-1	1	-15	-2	-0.4	-2	-3
Cc1noc(C)c1C(=O)NNc1ccc(C(C)C)cc1	-3	-12	-20	-65	-8	47*	1.1	19	0
(next part)
SMILES	CXCR6 inh	Mdm2 MdmX PPI	APJ agonist	tim10-1 inh	TIM10 inh	APJ antag	UPR CHOP act	tim23-1 inh	UPR XBP1 act
Cc1[nH]n(-c2ccccc2)c(=O)c1N=Nc1ccc(C(N)=O)cc1	21	18	-4	-17	-13	29	-0.7	22	3
COc1ccc(NS(=O)(=O)c2ccc3oc(SC)nc3c2)cc1	-6	0	-1	-2	14	-2	1.3	21	-2
O=C(CCN1C(=O)[C@H]2CC=CC[C@H]2C1=O)NCc1nc(-c2ccc(Cl)cc2)no1	-2	19	-5	6	-8	23	0.7	3	-3
Cn1ncc(Cl)c(Oc2ccc(C(C)(C)C)cc2)c1=O	-5	11	-2	12	10	-8	1.7	19	-3
CCCCN1C(=S)NC[C@@H]1Cc1ccc(O)cc1	-2	-11	-6	8	-7	9	-1.0	9	3
Cc1cccc(Cn2cnc3c(nnn3Cc3ccc(Cl)cc3)c2=O)c1	-2	12	-2	-1	-18	-31	0.0	9	-4
Cc1nc2ncnn2c(C)c1CCC(=O)Nc1csc(N)n1	8	10	-4	3	-1	8	-1.2	-4	2
OCCN=C(c1ccccc1)C12CN3CN(CN(C3)C1)C2	1	16	-7	12	-11	5	-2.4	13	-2
COc1cccc(C2=N/C(=C\N(C)C)C(=O)O2)c1	-4	-15	0	8	9	9	2.8	9	5
CSCCC(NC(=O)c1ccoc1C)C(=O)O (stereo not given)	7	3	1	-4	-4	15	-1.4	-8	-1
O=C(COC(=O)c1c[nH]c(=O)[nH]c1=O)Nc1ccccc1	8	8	-4	1	3	16	-0.4	-4	-2
Cc1ccc(-n2c(CNc3ccc(F)cc3)nnc2SCC(N)=O)cc1	2	17	0	16	-17	7	-1.3	10	1
COc1ccc(NC2CS(=O)(=O)CC2NCc2ccccc2)cc1 (stereo not given)	-4	-8	-1	2	4	13	1.8	-2	0
N#Cc1c(NC(=O)CSc2nc(-c3ccccc3)cc(C(F)(F)F)n2)sc2c1CCC2	10	23	-1	-8	-17	0	1.6	-8	0
Cc1ccc(-c2[nH]c(-c3ccccc3)nc2SCC(=O)NCC2CCCO2)cc1 (stereo not given)	-7	12	-1	16	9	13	-1.9	22	-3
CCS(=O)(=O)N1CCC(C(=O)Oc2ccccc2Cl)CC1	-9	9	0	11	4	-7	-1.2	3	-3
CCCCOc1ccc(C2CC(=O)N(C)C2=O)cc1 (stereo not given)	-6	6	-5	10	1	-21	-1.0	7	6
Cc1ccc(Nc2nnc(SCC(=O)c3ccc(Br)s3)s2)c(C)c1	4	-29	0	43*	46*	3	-0.2	38	-1
CCOC(=O)c1sc(NC(=O)CSc2n[nH]c(-c3ccccc3)n2)c(C#N)c1C	16	44	-4	20	10	7	-1.2	26	-3
O=c1[nH]cnc2scc(C3COc4ccccc4O3)c12 (stereo not given)	-3	0	-2	30	15	-6	0.1	-10	2
C/C=C/C(=O)Nc1nnc(-c2ccccc2C)s1	-3	5	-5	17	4	6	7.1	-10	0

Assay outcomes as filed in PubChem.
